mIDH1 inhibitor: qHTS for Inhibitors of mutant isocitrate dehydrogenase 1 (IDH1): qHTS; Potency, µM (top dose mostly 76.6 µM), inactives show at the top dose activity change, negative = inhibition, most hits filed as inhibitors; AID 602179, 2012; Isocitrate dehydrogenase [NADP] cytoplasmic (Homo sapiens), O75874; IDH1-R132H enzyme, NADPH consumption, diaphorase/resazurin fluorescence; 390,000 compounds, 0.093% hits; also: potency is read from the fitted curve at half-maximal effect; % is scaled to controls: 0 for no effect and ±100 for the full control effect; nearly all actives have a fitted effect of over 65% in size
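IDH1-R132H (0.5 ug/mL dispensed) in pH 7.5 Tris buffer was preincubated 30 min with compound, then given a substrate mix of 0.016 mM NADPH and 2 mM alpha-KG for 80 min at room temperature; remaining NADPH was read by diaphorase/resazurin fluorescence.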
rTrxR1 inhibitor: qHTS Assay for Inhibitors of Mammalian Selenoprotein Thioredoxin Reductase 1 (TrxR1): qHTS; 390,000 compounds, 1% hits; Potency, µM (doses to about 114 µM), without a hit: top-dose activity change, negative = inhibition, actives largely listed as inhibitors; recombinant rTrxR1, NADPH fluorescence consumption, selenite substrate; AID 588453, 2011; also: potency is read from the fitted curve at half-maximal effect; % is scaled to controls: 0 for no effect and ±100 for the full control effect; nearly all actives have a fitted effect of over 65% in size
Target sequence (O89049 whole entry, looked up): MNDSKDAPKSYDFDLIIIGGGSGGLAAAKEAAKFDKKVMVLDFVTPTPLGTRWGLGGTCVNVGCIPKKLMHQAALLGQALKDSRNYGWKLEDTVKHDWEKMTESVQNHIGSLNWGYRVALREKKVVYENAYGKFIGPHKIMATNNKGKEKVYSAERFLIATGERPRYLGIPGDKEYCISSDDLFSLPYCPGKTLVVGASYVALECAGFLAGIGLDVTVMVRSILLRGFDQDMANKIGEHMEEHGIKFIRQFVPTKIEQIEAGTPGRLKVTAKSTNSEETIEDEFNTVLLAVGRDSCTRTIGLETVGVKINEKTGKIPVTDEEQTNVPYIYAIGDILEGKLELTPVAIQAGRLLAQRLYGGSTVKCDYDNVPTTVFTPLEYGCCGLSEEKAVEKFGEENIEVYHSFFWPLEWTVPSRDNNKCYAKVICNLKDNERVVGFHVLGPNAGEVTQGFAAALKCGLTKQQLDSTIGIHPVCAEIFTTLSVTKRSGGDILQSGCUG
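Rat TrxR1 (90 nM in the dispensed reagent) was pre-reduced with 400 uM NADPH for 5 min at room temperature, then incubated with compound for 15 min. After 400 uM selenite was added, NADPH fluorescence (Ex 340/Em 450 nm) was followed for 8 min.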
Vif-A3G inh: qHTS for Inhibitors of Vif-A3G Interactions: qHTS | HeLa A3G-eYFP + Vif (tagged APOBEC3G with the HIV-1 protein that degrades it), YFP fluorescence, overnight | Potency, µM (series often up to 46.1 µM), without a hit: at the top dose activity, negative = active, actives largely listed as inhibitors | 410,000 compounds, 0.076% hits;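 also: potency is read from the fitted curve at half-maximal effect; % is scaled to controls: 0 for no effect and ±100 for the full control effect; nearly all actives have a fitted effect of over 60% in size; hits raise eYFP signal because A3G escapes Vif-driven loss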
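HeLa cells stably expressing Vif and C-terminally eYFP-tagged A3G, seeded overnight at 37 deg C, then exposed to compound by pintool overnight at 37 deg C. Rise in yellow fluorescence (Ex 488/Em 500-530, Acumen) marks blocked Vif-driven A3G degradation.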
RGS4 inhibitor: Inhibitors of Regulator of G Protein Signaling (RGS) 4: qHTS; Regulator of G-protein signaling 4 (Homo sapiens), P49798; Transcreener GDP fluorescence polarization, RGS4-accelerated GTP hydrolysis; Potency, µM (highest dose often 114 µM), without a hit: at the top dose activity change, negative = inhibition, usual class: inhibitors; 390,000 compounds, 0.039% hits; also: potency is read from the fitted curve at half-maximal effect; % is scaled to controls: 0 for no effect and ±100 for the full control effect; nearly all actives have a fitted effect of over 75% in size; some results filed as inactive show a strong effect at the top dose
Target sequence (P49798 whole entry, looked up): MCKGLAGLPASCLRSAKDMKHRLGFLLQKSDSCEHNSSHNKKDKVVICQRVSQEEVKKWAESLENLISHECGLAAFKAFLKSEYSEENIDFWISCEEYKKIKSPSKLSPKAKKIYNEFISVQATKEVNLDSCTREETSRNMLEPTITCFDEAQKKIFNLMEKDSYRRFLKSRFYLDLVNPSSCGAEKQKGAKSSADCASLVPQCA
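MLSMR compounds (23 nl, pin-transferred) preincubated 10 min at room temperature with a 500nM (2x) first reagent, then RGS4 at 900nM (2x) plus Transcreener GDP mix added; fluorescence polarization (620/688 nm) read before and after 90 min at 30 °C.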
TrxR1 substrate: qHTS Assay for Substrates of Mammalian Selenoprotein Thioredoxin Reductase 1 (TrxR1): qHTS | purified TrxR1 substrate turnover, NADPH consumption readout | Potency, µM (highest dose often 114 µM), for inactives: top-dose activity change, negative = substrate turnover | 390,000 compounds, 0.01% hits | AID 588456, 2011; also: potency is read from the fitted curve at half-maximal effect; % is scaled to controls: 0 for no effect and ±100 for the full control effect; nearly all actives have a fitted effect of over 50% in size
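Rat TrxR1, dispensed at 90 nM, was prereduced with 400 uM NADPH (final) for 5 min at ~22 deg C, then incubated with compound 15 min before 400 uM selenite. A first-read NADPH fluorescence drop versus no-compound background flagged substrates.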
USP1-UAF1 inh: Inhibitors of USP1/UAF1: Primary Screen | 390,000 compounds, 0.23% hits | recombinant USP1/UAF1, Ub-Rhodamine cleavage fluorescence | Potency, µM (top dose mostly 57.1 µM), inactives show top-dose activity change, negative = inhibition, actives largely listed as inhibitors | AID 743255, 2014 | Ubiquitin carboxyl-terminal hydrolase 1 (Homo sapiens), O94782; also: potency is read from the fitted curve at half-maximal effect; % is scaled to controls: 0 for no effect and ±100 for the full control effect; nearly all actives have a fitted effect of over 60% in size; inactives centre near -12
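High-throughput fluorogenic screen: 1nM USP1/UAF1 complex, Ub-Rho substrate 150nM final, 50mM HEPES pH 7.8 with 0.5mM EDTA, 0.1 mg/ml BSA, 1mM TCEP and 0.01% Tween-20.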
Vif-A3F inh: qHTS for Inhibitors of Vif-A3F Interactions: qHTS. Potency, µM (series often up to 46.1 µM), inactives show top-dose activity, negative = active. AID 602313, 2012. 390,000 compounds, 0.2% hits. HeLa A3F-eYFP + Vif (tagged APOBEC3F with the HIV-1 protein that degrades it), YFP fluorescence increase; also: potency is read from the fitted curve at half-maximal effect; % of control where 0% means no effect; nearly all actives have a fitted effect of over 65% in size
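HeLa cells stably expressing Vif plus C-terminally eYFP-tagged A3F were seeded, incubated overnight at 37 deg C, dosed with compound, incubated overnight again at 37 deg C. Yellow fluorescence (Ex 488/Em 500-530) reported blocked Vif-mediated A3F-eYFP degradation.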
LDHA inh: qHTS assay for inhibitors of human lactate dehydrogenase. L-lactate dehydrogenase A chain (Homo sapiens), P00338. purified LDHA, NADH/diaphorase-resazurin fluorescence; active compounds read low. activity change, % (values are at about 110 or 230 µM). 480,000 compounds, 0.15% hits; in the data active = activity change below about -30%; inconclusive = mostly about -25% to -30%;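 also: plate controls were DMSO wells for no effect and wells without enzyme for full effect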
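LDH5 2 nM; NADH 0.06 mM, pyruvate 0.2 mM; 200 mM Tris pH 7.4, EDTA, Tween-20; 5 min RT. Detection: diaphorase 0.133 mg/mL + resazurin 37 µM, fluorescence ex540/em590 at 0 and 20 min; normalized to enzyme-free and DMSO wells.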
GRP78 ERSR act: qHTS for Inducers of the Endoplasmic Reticulum Stress Response (ERSR) in Human Glioma: qHTS | U87-MG GRP78 promoter luciferase reporter, 16 h | Potency, µM, without a hit: top-dose activation, most hits filed as activators | 420,000 compounds, 0.02% hits | AID 602332, 2012; also: potency is read from the fitted curve at half-maximal effect; series mostly up to about 76 µM; % of control where 0% means no effect; nearly all actives have a fitted effect of over 35% in size
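ERSR induction read as luciferase luminescence (Bright-Glo, 10 min at room temperature) in stably transfected human U87-MG glioma cells exposed to compounds for 16 h, using GRP78 as sensor.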
Numbers without * were called inactive; ? = inconclusive; nt = no result given; & = joins results of further samples; [ ] = remark or other dose. Unless noted, calls follow the shape of the dose curve; as a rule, active = well fitted curve in the direction sought with a large enough effect; inconclusive = small, poorly fitted or top-dose-only effect, or another doubt; inactive = no such curve, though single readings can be large; an effect the other way counts as inactive or inconclusive. The list is partial; the hit share may differ from the screen's.

no.	molecule	GRP78 ERSR act	rTrxR1 inhibitor	RGS4 inhibitor	Vif-A3F inh	LDHA inh
1	O=C(Cn1c(=O)oc2cc(S(=O)(=O)N3CCCC3)ccc21)Nc1ccccc1Br	-4%	14%	0%	-10%	-4
2	Cc1cc(-c2nnco2)c(C)n1-c1ccccc1	2%	9%[57.1 µM]	10%	6%	-2
3	CNC(=O)c1nc[nH]c1C(=O)NC	-3%	8%	-3%	-5%	-1
4	O=C(Nc1c(F)cc(F)cc1Br)c1cccnc1	-7%	22%	-8%	-8%	-4
5	Cc1cc(C(=O)NCc2cc(C)n(C)n2)sc1-c1ccccc1	0%	0%	-5%	-10%	2
6	CN(C)S(=O)(=O)N(CCN1CCOCC1)Cc1ccccc1F	0%	-2%[57.1 µM]	10%[11.4 µM]	2%	1
7	CCOC(=O)CNC(=O)CSc1nc2ncc(Br)cc2[nH]1	1%	26%[57.1 µM]	-11%	-3%	-5
8	Cc1c(O)cc2n(c1=O)-c1ccc(Cl)cc1C2(C)C	-1%	-10%	35%	-1%	-2
9	COc1ccc(OC)c(NC(=O)CN(c2ccccc2OC)S(=O)(=O)c2ccc(C)cc2)c1	-2%	27%	-9%	4%	5
10	CCOc1ccc(NC(=O)N(Cc2c[nH]c3ccccc23)C2CCCCC2)cc1	2%	13%	11%	-11%	-1
11	Cn1c(SCC(=O)NC2CCCCC2)nnc1C(F)(F)F	-5%	nt	nt	-4%	-2
12	O=C(Nc1cc(Cl)cc(Cl)c1)c1cc(S(=O)(=O)N2CCC3(CC2)OCCO3)ccc1F	-2%	17%[57.1 µM]	16%	-6%	0
13	CCOc1cccc2sc(N(CCN(C)C)C(=O)CCS(=O)(=O)c3ccccc3)nc12	-2%	?	-7%	2%	1
14	Cc1cc(OC(C)C)c2c(-c3ccccc3)cc(=O)oc2c1	-4%	19%[57.1 µM]	-39%	-4%	-3
15	O=C(Nc1ccon1)Nc1cc(Cl)ccc1Cl	-4%	-7%	-30%	6%	0

no.	TrxR1 substrate	Vif-A3G inh	mIDH1 inhibitor	USP1-UAF1 inh
1	2%	1%	6%	-15%
2	8%[57.1 µM]	-2%	6%	-7%
3	0%	1%	2%	-6%
4	5%	1%	0%	-14%
5	24%	-3%	4%	-22%
6	6%[57.1 µM]	-1%	2%	2%
7	-15%	-1%	-2%	1%
8	-10%	1%	6%	-4%
9	7%	-10%	5%	-29%
10	3%	-1%	-5%	-16%
11	nt	-1%	10%	-24%
12	3%[57.1 µM]	-2%	-1%	-22%
13	13%	-5%	7%	-23%
14	10%[57.1 µM]	-5%	4%	-21%
15	-4%	-7%	9%	-7%

Three entries from above, arranged by their value in GRP78 ERSR act, lowest first:
item	SMILES	GRP78 ERSR act
4	O=C(Nc1c(F)cc(F)cc1Br)c1cccnc1	-7%
5	Cc1cc(C(=O)NCc2cc(C)n(C)n2)sc1-c1ccccc1	0%
10	CCOc1ccc(NC(=O)N(Cc2c[nH]c3ccccc23)C2CCCCC2)cc1	2%

Along the list, quoted from above:
Compounds 10–14 in USP1-UAF1 inh: -16%, -24%, -22%, -23%, -21%
Compounds 10–14 in TrxR1 substrate: 3%, nt, 3%[57.1 µM], 13%, 10%[57.1 µM]
Compounds 10–14 in LDHA inh: -1, -2, 0, 1, -3

Following part.
no.	molecule	GRP78 ERSR act	rTrxR1 inhibitor	RGS4 inhibitor	Vif-A3F inh	LDHA inh
16	Cc1ccc(NC(=O)C2=C(O)c3sccc3N(C)S2(=O)=O)cc1	-7%	-17%	?	2%	-2
17	N#Cc1nc(-c2cccs2)oc1NCc1ccco1	9%	5%	-19%	4%	3
18	O=C(O)c1ccc(Cn2ccc3ccccc32)o1	-3%	-11%	-21%	-3%	1
19	Cc1cc(NC(=O)CSc2nc(-c3ccccc3C)nc3c2c(=O)n(C)c(=O)n3C)no1	-2%	23%[57.1 µM]	-2%	5%	-4
20	Cc1ccc(Cn2nc(C)c(NC(=O)c3cc(C)no3)c2C)cc1	0%	8%	9%	-1%	-5
21	CCc1cc2c(=O)c(-c3nc4ccccc4n3C)coc2c(CN2CCN(C)CC2)c1O	-6%	7%	9%	-15%	-5
22	CCc1ccc2oc(C(=O)Nc3cccc(C(F)(F)F)c3)cc(=O)c2c1	0%	12%	10%	1%	-4
23	O=C1Nc2ccccc2C1=Nc1ccc(Cl)cc1	2%	13%	-20%	9%	6
24	CCO[C@H]1OC(C(=O)N2CCOCC2)=C[C@@H](c2ccc(C(F)(F)F)cc2)[C@@H]1CCCO	-3%	10%[57.1 µM]	7%	1%	-2
25	Cc1ccc(OC(=O)CSc2nnc(-c3ccc4c(c3)OCO4)o2)cc1	-7%	-27%	4%	1%	2
26	O=C(CCc1nc2ccccc2c(=O)[nH]1)Nc1cc(C(F)(F)F)ccc1N1CCOCC1	-4%	16%	5%	?	3
27	COc1ccccc1NC(=O)c1ccc(NC(=O)CN2CCCC2)cc1	-3%	16%	42%	-5%	0
28	Cc1cc(N)c2ccccc2[n+]1CCCCCCCCCC[n+]1c(C)cc(N)c2ccccc21	-6%&-5%&-4%&-6%	13%[57.1 µM]	24µM*	nt	nt
29	Clc1ccc(-n2cccc2CN2CCc3c([nH]c4ccccc34)C2c2ccccn2)nc1 (stereo not drawn)	-3%	12%	-7%	-16%	6
30	COc1ccc(C(=O)Nc2ccc(N3CCC(C)CC3)cc2)cc1Br	-4%	4%	32%	-29%	-8

no.	TrxR1 substrate	Vif-A3G inh	mIDH1 inhibitor	USP1-UAF1 inh
16	-21%	2%	-1%	-21%
17	533%[activator]	1%	5%	-4%
18	8%	0%	15%	-19%
19	8%[57.1 µM]	0%	3%	?
20	3%	0%	0%	11%
21	12%	3%	-1%	-3%
22	6%	0%	0%	0%
23	-3%	-2%	-4%	-19%
24	13%[57.1 µM]	0%	-5%	-11%
25	-1%	-2%	6%	-14%
26	1%	?	1%	-6%
27	0%	4%	-4%	-5%
28	11%[57.1 µM]	nt	nt	nt
29	-3%	-19%	-9%	-22%
30	0%	-2%	-2%	-22%

New compounds follow
no.	molecule	GRP78 ERSR act	rTrxR1 inhibitor	RGS4 inhibitor	Vif-A3F inh	LDHA inh
31	Cc1ccc(Oc2ncnc(N)c2[N+](=O)[O-])cc1	-3%	15%[57.1 µM]	6%	5%	-4
32	CCc1ccc(C(c2c(C)nn(-c3ccccc3)c2N)c2c(C)nn(-c3ccccc3)c2N)cc1	-4%	-7%	-7%	-7%	-1
33	CCCCC(CC)CN1CN(CC(CC)CCCC)CC(C)(N)C1 (stereo not drawn)	-2%&0%	18%	27%	1%	-3
34	COc1ccc(NC(=O)Nc2ccc(O)c3ccccc23)cc1	-10%	-16%	?	-2%	12
35	COc1ccc([C@@H]2[C@@H]3C(=O)N(C(C)(C)C)C(=O)[C@@H]3[C@]3(C)C(=O)N(c4ccc(C(F)(F)F)cc4)C(=O)N23)cc1	3%	8%[57.1 µM]	1%	0%	2
36	CC(C)(C)OC(=O)N1CCN(C(=O)OCC2c3ccccc3-c3ccccc32)CC1C(=O)O (stereo not drawn)	-2%	3%	25%	1%	-3
37	Cc1ccc(C(=O)Nc2cccc(N3C(=O)C4CCC(C)CC4C3=O)c2)cc1 (stereo not drawn)	1%	-8%	-3%	3%	-8
38	COC(=O)c1c(C)[nH]c(C(=O)OC(C)C(=O)N2CCOCC2)c1C (stereo not drawn)	4%	3%	-1%	5%	-5
39	CCOc1cc(C2c3c(-c4ccccc4O)n[nH]c3C(=O)N2CCc2ccccc2)ccc1O (stereo not drawn)	-3%	-2%	-1%	-3%	-9

no.	TrxR1 substrate	Vif-A3G inh	mIDH1 inhibitor	USP1-UAF1 inh
31	5%[57.1 µM]	0%	4%	4%
32	-9%	-7%	-2%	-16%
33	6%	-1%	34%	-14%
34	8%	?	7%	?
35	-1%[57.1 µM]	-11%	-12%	-33%
36	-4%	2%	-4%	15%
37	-9%	4%	0%	-16%
38	0%	-1%	0%	-23%
39	-10%	-9%	?	5%

Screening results as filed in PubChem.
